Screening results as filed in PubChem.
RTF Ca sens inh = cardiac RTF calcium desensitization; IANBD-labeled cardiac RTF, Ca2+ fluorescence; inhibition, % at 7.15 µM; hit rate 0.12% among 340,000;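 active = inhibition above the mean inhibition of all tested compounds plus 3 SD, cut at about 17% in these data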;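 note: assay run at fixed EC70 calcium of 1.6 mM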
NSD2 HMT inh = NSD2 (human) methyltransferase inhibition. NSD2 peptide methylation, AlphaScreen, 120 min. inhibition, % at 12.5 µM. hit rate 0.54% among 310,000. AID 743445; in the data active = inhibition above about 50%
Target sequence (O96028 whole entry, looked up): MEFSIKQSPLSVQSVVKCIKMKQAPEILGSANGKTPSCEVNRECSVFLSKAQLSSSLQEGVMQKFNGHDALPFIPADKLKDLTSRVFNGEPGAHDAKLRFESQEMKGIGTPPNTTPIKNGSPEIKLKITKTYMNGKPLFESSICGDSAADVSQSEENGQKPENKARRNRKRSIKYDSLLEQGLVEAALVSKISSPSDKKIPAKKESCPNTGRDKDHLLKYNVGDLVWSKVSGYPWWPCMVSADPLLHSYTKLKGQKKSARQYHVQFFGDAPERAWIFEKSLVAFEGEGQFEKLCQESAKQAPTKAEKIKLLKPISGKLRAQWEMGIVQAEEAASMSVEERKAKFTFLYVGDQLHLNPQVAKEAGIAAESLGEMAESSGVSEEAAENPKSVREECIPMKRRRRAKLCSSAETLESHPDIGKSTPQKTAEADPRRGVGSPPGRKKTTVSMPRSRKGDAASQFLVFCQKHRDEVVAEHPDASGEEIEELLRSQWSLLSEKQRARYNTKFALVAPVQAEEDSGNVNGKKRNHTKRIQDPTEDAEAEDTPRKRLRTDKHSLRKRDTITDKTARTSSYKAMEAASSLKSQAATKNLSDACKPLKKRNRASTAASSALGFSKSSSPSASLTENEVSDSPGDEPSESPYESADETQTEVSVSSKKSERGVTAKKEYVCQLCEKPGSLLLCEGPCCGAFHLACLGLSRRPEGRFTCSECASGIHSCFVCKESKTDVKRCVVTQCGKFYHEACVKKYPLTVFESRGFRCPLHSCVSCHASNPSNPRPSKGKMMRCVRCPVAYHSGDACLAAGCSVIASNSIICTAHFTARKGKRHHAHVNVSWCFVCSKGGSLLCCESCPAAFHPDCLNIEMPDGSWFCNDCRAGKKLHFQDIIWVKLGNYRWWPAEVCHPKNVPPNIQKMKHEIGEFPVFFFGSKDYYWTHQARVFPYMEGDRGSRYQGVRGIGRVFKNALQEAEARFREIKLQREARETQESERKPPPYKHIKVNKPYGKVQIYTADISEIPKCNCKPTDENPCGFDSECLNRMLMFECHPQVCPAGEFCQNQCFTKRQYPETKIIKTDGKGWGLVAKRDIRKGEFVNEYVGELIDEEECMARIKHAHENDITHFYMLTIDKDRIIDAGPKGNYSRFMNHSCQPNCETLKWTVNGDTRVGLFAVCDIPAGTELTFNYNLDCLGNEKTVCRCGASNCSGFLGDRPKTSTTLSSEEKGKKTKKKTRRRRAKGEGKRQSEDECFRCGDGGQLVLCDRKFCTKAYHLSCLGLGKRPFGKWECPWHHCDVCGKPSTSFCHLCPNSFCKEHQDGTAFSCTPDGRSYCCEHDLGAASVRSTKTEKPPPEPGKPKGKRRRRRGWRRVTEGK
Keap1 Nrf2 FP = Keap1-Nrf2 (human) interaction inhibition; Keap1 Kelch-Nrf2 peptide fluorescence polarization, 1536-well; inhibition, % at 9.4 µM; hit rate 0.15% among 340,000; AID 504523; in the data active = inhibition above about 12%;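 note: human Keap1 Kelch domain with fluorescein labeled Nrf2 9mer peptide probe; 0% = neutral control wells and 100% = peptide positive control; higher means more block of Keap1 binding to Nrf2 peptide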
CAL PDZ FP-1 = blocks peptide binding to human CAL PDZ domain | Q9HD26 | purified CAL PDZ, TMR-peptide fluorescence polarization, 1 h | inhibition, % at 20 µM | hit rate 0.02% among 330,000 | AID 504414;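 active = highest replicate inhibition of at least 40%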;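 note: plate controls were DMSO neutral control wells for no effect and unlabeled competitor peptide control wells for full effect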
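Test system: purified CerCALP PDZ construct; Compound dosing: one concentration, 20 µM compound; Also added: TMR-labelled reporter peptide T*-PRC34 bound in PDZ groove; Read-out: inhibition from polarization loss; Controls: unlabelled peptide and DMSO controls; Signal: FP readout, S and P plane fluorescence; Incubation: 1 h at RT.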
DAGLB inhibitor = blocks human DAGLB lipase activity; HEK293T DAGLB membrane lysate, EnzChek fluorogenic substrate; hit rate 0.059% among 340,000; Q8NCG7; inhibition, % at 5.17 µM; in the data active = inhibition above about 34%;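 note: 0% = enzyme with vehicle and 100% = wells lacking enzyme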
CAL PDZ FP-2 = blocks peptide binding to the human CAL PDZ domain; Q9HD26; purified CAL PDZ, TMR-peptide fluorescence polarization, 1 h; inhibition, % at 24.9 µM; hit rate 0.92% among 300,000; AID 602252;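 active = mean inhibition of at least 30% with at least half of replicates also reaching 30%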;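 note: 0% = DMSO neutral control and 100% = excess unlabeled competitor peptide PRC23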
V-ATPase pHluor = yeast V-ATPase proton transport regulation by pHLuorin. S. cerevisiae, pHLuorin cytosolic pH fluorescence. response, % at 10 µM. hit rate 0.37% among 350,000; in the data active = response mostly above about 7.3%, no sharp cut-off; inactive = mostly below about 5.4%; note: actives read high; inactives centre near 0; some compounds called inactive have numbers as strong as hits
Arrestin-AP2 inh = blocks beta-arrestin peptide binding to AP2 adaptin. FITC-arrestin peptide / GST-AP2 beads, flow cytometry; AP2 beta2 appendage carries R879A mutation. inhibition, % at 10 µM. hit rate 0.31% among 340,000. AID 504490;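 active = inhibition above a set limit, near 3 SD of compounds lacking own fluorescence, cut at about 54% in these data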;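 note: plate controls were DMSO wells for no effect and 5 µM unlabelled arrestin peptide for full effect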
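Material – AP2 appendage R879A on GSH beads · Buffer or medium – PBS with 0.05% Tween 20 and 0.1% BSA · Probe or stimulus – fluorescein-tagged arrestin peptide at 50 nM final · Incubation – compound with beads 12 min RT, then probe 1 h RT · Detection – high-throughput flow cytometry of beads, ex 488, em 535 nm · Evaluation – percent response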
LANA DNA inh = inhibitors of KSHV LANA C-terminal domain DNA binding. MBP-C-LANA/FAM-LBS DNA binding, fluorescence polarization. inhibition, % at 9 µM. hit rate 0.078% among 340,000;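 active = highest replicate inhibition at or above 60% at 9 µM, even if other replicates fall short; inactive = all replicates below 60% inhibition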;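 note: 0% = neutral control wells and 100% = 4 µM acridine orange control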
DSG3 Ab inh = inhibitors of pemphigus antibody binding to human desmoglein-3; hit rate 0.48% among 310,000; P32926; DSG3-coupled beads, scFv-anti-DSG3-GFP binding, flow cytometry; active compounds read low; AID 588358; binding (percent of control), % at 10 µM;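 active = binding more than 3 SD below its plate's average and above zero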;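 note: hits lower antibody fragment binding to DSG3; some compounds called inactive have numbers as strong as hits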
* = called active by the depositor; / = not tested or not shown. Only part of the results is shown, so the mix of outcomes need not match the whole.

no.	Compound	RTF Ca sens inh	NSD2 HMT inh	Keap1 Nrf2 FP	CAL PDZ FP-1	DAGLB inhibitor	CAL PDZ FP-2	V-ATPase pHluor	Arrestin-AP2 inh	LANA DNA inh	DSG3 Ab inh
1	CC(=O)Nc1ccc(/C=N/NC(=O)c2cc(-c3ccco3)nc3ccccc23)cc1	-10	-1	0	-5.1	-2	-6	5	16	1.3	84
2	CCC(=O)c1cc(Br)ccc1OCC(=O)N1CCN(S(=O)(=O)c2ccccc2)CC1	-5	2	-3	-2.5	-1	3	-1	28	-0.7	/
3	Cc1c(Cl)cccc1NC(=O)Nc1ccc(C(N)=O)cc1	9	-3	0	-1.7	4	-1	-1	104*	-0.8	82
4	Cn1ncc2c(N3CCN(c4ccc(Cl)c(Cl)c4)CC3)ncnc21	2	-4	-1	-0.9	3	3	2	-13	0.0	122
5	CC(=O)c1ccc(N2CCN(CC(=O)Nc3ccc4c(c3)OCCO4)CC2)cc1	2	0	-1	-0.4	-2	-2	0	26	-0.5	99
6	O=c1[nH]c(-c2ccccn2)nc2sc(-c3ccccc3)cc12	9	/	1	-5.0	-4	1	1	7	-0.7	95
7	Cc1ccccc1CNC(=O)C1CCN(c2nnc(N3CCCC3=O)s2)CC1	-2	/	-6	-1.1	1	-2	3	8	0.2	101
8	O=C(c1ccc(F)cc1)N1CCN(C(=O)c2ccc([N+](=O)[O-])cc2)CC1	0	4	3	/	-2	-1	12	11	-0.6	106
9	O=C(CSc1nnc(-c2ccco2)n1-c1ccccc1)Nc1c(Cl)cc(Cl)cc1C(=O)O	-2	/	-1	0.2	3	-5	-2	8	1.5	95
10	CCOC(=O)c1[nH]c(C)c(C(=O)Nc2ccc(C)c(C)c2)c1C	4	/	3	-0.5	1	/	1	2	1.6	102
11	O=C(CNC(=O)c1cccs1)OCc1c(F)cccc1Cl	-20	-4	3	-0.3	-3	-1	7	29	-1.8	96
12	Brc1ccc(-c2csc(N/N=C/c3cccnc3)n2)cc1	1	-5	-3	0.0	1	3	-1	8	1.2	99
13	O=C(c1ccccc1)c1ccccc1C(=O)N1CCOCC1	-7	8	-1	-1.0	0	-1	5	-13	-1.3	104
14	CCc1ccc(NC(=S)N(Cc2ccc(Cl)cc2)Cc2ccc(C(=O)O)cc2)cc1	-6	6	-2	-2.6	3	2	0	23	0.9	98
15	N=C1c2ccccc2CN1NC(=O)CC12CC3CC(CC(C3)C1)C2	-6	3	-1	-1.6	1	-1	2	27	-0.8	104
16	OCCCNc1ncnc2sc3c(c12)CCN(Cc1ccccc1)C3	-13	6	4	-1.3	1	2	-4	25	-3.4	111
17	CC1CCN(CCCNC(=O)CCc2nnc3n(CCc4ccccc4)c(=O)c4ccccc4n23)CC1	0	5	1	-2.2	0	-5	-5	19	0.2	/
18	COc1ccc(C2CC(C(F)(F)F)n3nc(C(=O)O)c(Cl)c3N2)cc1OC (stereo not given)	-2	-1	-4	0.3	-4	/	-1	5	-0.6	113
19	CCOC(=O)C1=C(O)C(Nc2nc3ccccc3s2)(C(F)(F)F)N=C1C (stereo not given)	6	-1	-2	-1.3	-3	1	0	29	0.6	92
20	O=C(NCN1CCOCC1)c1cnccn1	-1	-2	-3	0.6	1	-2	3	-17	-1.5	108
21	O=C(CSCc1ccc(Cl)cc1)N/N=C/c1c(Cl)cccc1Cl	6	-4	0	-0.4	-2	-2	0	4	-1.4	94
22	COc1cc(C(=O)N2CCN(S(=O)(=O)c3cccc(F)c3)CC2)ccc1OCC(=O)N1CCOCC1	-1	5	5	-1.2	-8	-1	-1	-1	-0.5	87*
23	O=C(O)CCN1c2ccccc2Sc2ccccc21	-11	2	-3	-1.6	3	-4	-2	8	-2.0	91
24	O=C(NCCCN1CCOCC1)c1cc(Cl)ccc1Cl	-11	-2	3	0.5	-1	-3	0	-7	-1.7	123
25	CNC[C@@H](C)NC[C@@H](Cc1ccccc1)NCCc1ccccc1	1	/	-3	0.3	0	-1	2	5	-0.3	99
26	Oc1ccc(O)c(Cc2nc3ccccc3[nH]2)c1	3	5	1	0.1	-1	5	1	41	0.1	99
27	CC(NC(=O)c1cccc(Br)c1)c1ccccc1 (stereo not given)	-12	96*	-2	-2.2	-4	-2	0	3	-0.2	97
28	Cc1n[nH]c(C)c1CCCOc1ccccc1	-15	-4	-6	1.0	-1	-1	1	-3	-0.9	100
29	CCC(C)C(NC(=O)C(CC(C)C)NC(=O)C(CO)NC(=O)C1CCC(=O)N1)C(=O)OC (stereo not given)	-13	-1	-1	-1.2	0	-5	3	0	0.6	129
30	O=C(NCCc1ccccn1)C1CCN(S(=O)(=O)c2ccc(Cl)cc2)CC1	-3	-1	-2	-3.5	3	-1	0	-30	0.0	115
31	Cc1ccc(SCCCn2cnc3ccccc3c2=O)cc1	-3	-4	-1	-1.3	-8	-4	-4	9	-2.4	/
32	COC(=O)c1ccc(C(=O)Nc2ccc(F)cc2)cc1	-6	/	-2	-0.8	-3	-3	-2	-6	1.1	108
33	Cc1oc(-c2cc(F)ccc2F)nc1CN1CCN(c2cnccn2)CC1	-1	0	-1	-0.7	-5	/	2	13	-0.5	102
34	CCc1ccc(CN2CCC(n3nccc3NC(=O)c3ccccc3OC)CC2)o1	/	1	/	/	-2	/	0	/	/	102
35	COc1cc2[nH]c(C(=O)N3CCc4ccccc43)cc2c(OC)c1OC	-8	-2	-6	/	-3	-6	-103	10	0.0	95
36	C/C=C1\COC(C(=O)NCc2ccccc2)(C(F)(F)F)C=C1C=C(C)C (stereo not given)	-8	/	-6	0.3	-6	-2	5	1	0.0	104
37	CC1=CC(=O)C=CC1(C)C(Cl)Cl (stereo not given)	4	-2	0	-0.4	1	/	0	-5	-0.3	/
38	CCn1cc(CNC(=O)c2ccc(OC3CCN(Cc4ccccn4)CC3)cc2)cn1	-6	-3	-6	-0.3	-3	-4	0	25	-0.2	105
39	COc1ccc(CNc2ncc(-c3ccccc3)n2C)c(OC)c1OC	-7	9	-3	-0.2	1	-7	-2	8	1.5	116
40	O=C(CC12CC3CC(CC(C3)C1)C2)Nc1nncs1	-2	-2	-1	-1.2	2	/	-1	-1	-1.4	100
41	CCC(C(=O)NCc1ccco1)n1nc(-c2ccc(OC)cc2)ccc1=O (stereo not given)	-4	2	-5	/	0	-1	-3	-6	0.5	99
42	O=C(c1cccs1)N(c1cccc(Cl)c1)C1C=CS(=O)(=O)C1 (stereo not given)	-9	0	-5	-1.1	-2	0	0	23	-1.3	100
43	CCOC(=O)c1ccc(NC(=S)N2CCCC2c2ccc(OC)c(OC)c2)cc1 (stereo not given)	4	-1	5	-1.1	0	-5	-2	-4	1.1	100
44	Cc1ccc(CNC(=O)CN(CCc2ccccc2)S(C)(=O)=O)cc1	5	2	-4	/	-4	-7	3	7	0.5	111
45	CC(=O)c1ccccc1C(=O)N1CCCC(C(=O)c2ccc(C(F)(F)F)cc2)C1 (stereo not given)	-7	0	-5	-0.6	1	-12	3	-13	-0.1	106
46	COc1cc(NC(=O)Cn2cnc3c(NCc4ccccc4)ncnc32)cc(OC)c1OC	-12	/	2	-6.4	-1	-2	11*	27	-1.8	100
47	S=c1[nH]nc(-c2cccnc2)n1/N=C/c1cccs1	-3	/	-5	-2.6	-1	-3	1	13	-0.4	100
48	O=C(Nc1ccc(S(=O)(=O)NC2=NCCCCC2)cc1)c1ccc(C(F)(F)F)cc1	-5	-2	4	0.0	0	2	-4	-3	1.6	100
49	Cc1ccc(C2=NN(CC(=O)NCCC(C)C)C(=O)CC2)cc1	-3	0	0	-1.0	-3	-3	-2	-5	0.4	101
50	O=C(Nc1nc(=S)ss1)c1c(F)cccc1F	3	-3	-2	0.2	3	0	4	-7	3.8	/
51	CCOC(=O)C1=C(C)Nc2ccccc2N=C1NC(=O)Cc1ccc(Br)cc1	1	0	-5	0.6	0	0	5	2	4.0	/
52	CCCNC(=O)C1CC(=O)N(c2ccc(OCc3ccc(F)cc3)cc2)C1 (stereo not given)	0	-1	-2	-27	1	1	-6	-9	0.6	100
53	O=C(CN1CCN(C(=O)c2cccc(-n3cnnn3)c2)CC1)Nc1ccccc1Cl	-4	0	2	-1.4	2	-7	-1	7	0.7	103
54	CC(C)CNC(=O)Cn1c(=O)c2c(ncn2CC(C)C)n(Cc2ccccc2)c1=O	-2	-3	2	-1.7	0	-2	3	-15	1.0	114
55	CC(C)C(=O)N1N=C2CCCCC2C1(O)C(F)(F)F (stereo not given)	-1	0	-6	0.1	-2	/	11	-9	1.5	108
56	Cc1c(CCOC(=O)c2ccccc2)sc[n+]1CC(=O)c1ccc(Br)cc1	-22	26	-7	-0.5	2	-3	-1	-5	-1.5	114

A second format for some results above.
(54) CC(C)CNC(=O)Cn1c(=O)c2c(ncn2CC(C)C)n(Cc2ccccc2)c1=O
(55) CC(C)C(=O)N1N=C2CCCCC2C1(O)C(F)(F)F (stereo not given)

assay / entry,54,55
RTF Ca sens inh,-2,-1
NSD2 HMT inh,-3,0
Keap1 Nrf2 FP,2,-6
CAL PDZ FP-1,-1.7,0.1
DAGLB inhibitor,0,-2
CAL PDZ FP-2,-2,/
V-ATPase pHluor,3,11
Arrestin-AP2 inh,-15,-9
LANA DNA inh,1.0,1.5
DSG3 Ab inh,114,108
